MT stabilizer = microtubule stabilization, imaging screen; AID 2205; % tubulin-high responders, % at 10 µM; HeLa tubulin immunostaining HCS, 24 h; share of cells brighter than vehicle mean+2SD; 0.83% of 200,000 active;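 active = plate Z-score above 3 for both tubulin-high and condensed-nucleus cell shares, with cell loss under 80%, at 10 µM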;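 also: anti alpha tubulin signal scored within the nucleus-defined area of each cell; some results filed as inactive read as strong as hits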
Hep lipid drop = modulators of hepatic lipid droplet formation; AML12 mouse hepatocytes, oleate lipid droplets, BODIPY imaging; 0.4% of 240,000 active; inhibition, % at 6.5 µM; AID 1656;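 active = lipid droplet intensity inhibited by at least 50%, with more than 500 cells counted; inconclusive = wells with under 300 cells, treated as cytotoxic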
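Assay system: AML12 hepatocytes (mouse) / Also added: 100 µM oleic acid challenge / Times: overnight treatment with compound plus oleate / Detection: high-content imaging of BODIPY-stained droplets and DAPI nuclei / Evaluation: % inhibition of lipid droplet signal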
Myeloid diff 2 = compounds promoting myeloid differentiation; 1% of 360,000 active; ER-HoxA9 myeloid progenitors, lysozyme-GFP differentiation, flow cytometry; calls only at 10 µM; AID 624256;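 active = normalized GFP-positive differentiation at or above the plate's own cutoff, the solvent-only control mean plus 3 SD; inconclusive = no clear call, values can overlap the other calls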;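 also: cells exposed to compound for four days before flow analysis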
West Nile antiviral = inhibition of WNV-induced cytopathic effect – cell-based, CPE readout (AID 1621). West Nile virus-infected cells, CPE inhibition; higher % means a stronger effect. CPE inhibition, % at 10 µM, or IC50 in µM where a hit was titrated. 0.02% of 290,000 active; in the data active = a potency from the dose series; inconclusive = CPE inhibition mostly from about 3.7% at the one dose, without a potency; inactive = the rest, 99 in 100 with CPE inhibition below about 2.2%; also: strong numbers were not always called active
Autophagy mod = autophagy modulation, high-content screen | MEF GFP-LC3 puncta imaging; test concentration mostly 10 µM | calls only at 10 µM (by protocol) | 0.98% of 190,000 active | AID 463193;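 active = percentage of spot-positive cells more than 3 SD above its plate mean, without a fluorescence outlier flag or 80% toxicity; inconclusive = no clear call, values can overlap the other calls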;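 also: spot-positive cell cutoff set from DMSO-treated cells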
WT yeast gro inh = growth inhibition of WT yeast, mitochondrial fusion screen. inhibition, % at 10 µM. 2.1% of 190,000 active. mitochondrial fusion phenotypic screen, WT strain. AID 1362; in the data active = inhibition above about 58%; tested in S. cerevisiae
Insulin prom up = MIN6 insulin promoter up-regulation; AID 1625; z-score at 5 µM; MIN6 insulin promoter-GFP reporter, high-content imaging; hits give high values; 0.3% of 190,000 active;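 active = z-score above 3 at 5 µM with at least 500 cells counted in the well; inconclusive = wells under 500 cells, flagged as cytotoxic or low count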
b-catenin transl = beta-catenin nuclear translocation modulation; HeLa beta-catenin nuclear translocation, immunofluorescence imaging; nuclear translocation activity, % at 5 µM; 0.3% of 190,000 active; AID 1665;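 active = nuclear translocation activity above 50% at 5 µM, with a well cell count of 50 or more; inconclusive = wells under 50 cells across six images, flagged as toxic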;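 also: per-cell ratio of nuclear to cytoplasmic median beta-catenin stain intensity; plate controls were DMSO negative control for no effect and GSK-3 inhibitor IX positive control for full effect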
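Technique: fluorescence imaging of beta-catenin antibody stain plus DAPI / Material: human HeLa cell line / Incubation: compound treatment 24 h, 37°C, 5% CO2 / Read-out basis: % activation of per-cell nuclear versus cytoplasmic median beta-catenin signal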
T cell HTS = T cell immune modulators affecting CD8 T cell-vesicle binding. calls only at 7 µM. 2C CD8+ T cell-vesicle binding, flow cytometry; hits give low values. 0.068% of 330,000 active. AID 2052;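 active = response, share of CD8 T cells binding vesicles, and their 90th percentile fluorescence all below set limits, cut at about 80% in these data, passing the limit was not always enough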
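Incubation: binding step 1.5 h, 37 °C, antibody labelling 20 min, ice; system: murine 2C transgenic CD8+ T lymphocytes; technique: cytometric PE anti-B7-1 and Alexa647 anti-CD8 signals after 1% paraformaldehyde fixation; also added: QL9-charged Drosophila Ld/ICAM-1/B7-1 vesicles; control set: naked versus QL9-loaded vesicles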
WT yeast gro inh mutant strain = also measured in WT yeast gro inh; calls as there; inhibition, %; mitochondrial fusion phenotypic screen, mutant strain inhibition
Insulin prom up cell count = second read-out of Insulin prom up, no call of its own (marks repeat the call); cell count; measured here: cytotoxicity, nuclei count;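 total cells summed across four imaged fields per well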
Hep lipid drop cells 6.5 µM = also measured in Hep lipid drop; calls as there; cell count; measured here: cell count, cytotoxicity flag;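 cells counted across two imaged fields per well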
b-catenin transl cell count 5 µM = second read-out of b-catenin transl, no call of its own (marks repeat the call); cell count; measured here: cell count, cytotoxicity flag
T cell HTS vesicle-bound % = further read-out of T cell HTS, marked with its call; double positive events, %; measured here: CD8+ vesicle-bound cell fraction;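 binding gate set so that unloaded-vesicle control wells show 10% double positive cells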
MT stabilizer Hoechst-high % = further read-out of MT stabilizer, marked with its call; % Hoechst-high responders; measured here: nuclear condensation Hoechst responders;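 share of cells brighter than vehicle mean plus two SD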
MT stabilizer cytotoxicity % = recorded beside MT stabilizer, whose call it bears; toxicity, %; measured here: cytotoxicity by cell density;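 0% = mean cell density of plate MIN control wells and 100% = no cells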
Autophagy mod cell loss 18 h = recorded beside Autophagy mod, whose call it bears; toxicity, %; measured here: cell loss, nuclei count;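 cell loss after 18 h compound exposure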
Myeloid diff 2 GFP+ MAC1+ % = also measured in Myeloid diff 2; calls as there; GFP+ MAC1+ double positive, %; measured here: differentiation confirmed by MAC1 staining
The depositor's hits bear a star; i = inactive; ? = inconclusive; · = not tested or not shown; + = active, no number.

SMILES	MT stabilizer	MT stabilizer Hoechst-high %	MT stabilizer cytotoxicity %	Hep lipid drop	Hep lipid drop cells 6.5 µM	Myeloid diff 2	Myeloid diff 2 GFP+ MAC1+ %	West Nile antiviral	Autophagy mod	Autophagy mod cell loss 18 h	WT yeast gro inh	WT yeast gro inh mutant strain	Insulin prom up	Insulin prom up cell count	b-catenin transl	b-catenin transl cell count 5 µM	T cell HTS	T cell HTS vesicle-bound %
COc1ccc(-n2cc(-c3ccccc3)c3c(N4CCOCC4)ncnc32)cc1	1.9	2.1	13.4	28.2	655	i	0.6	0.3%	i	12.6	32.7	-29.3	-1.15	1301	0.1	1086	i	37.6
Cc1cccc(N2C(=O)C3C4C=CC(C4)C3C2=O)c1 (stereo unspecified)	3.8	1.6	0.3	·	·	i	0.9	0.1%	i	21.3	12.8	19.4	0.09	1279	-1.6	1003	i	14.2
CCn1c(SCC(=O)OC)nnc1-c1ccncc1	5.1	2.4	4.6	9.9	724	i	0.3	0.5%	i	-4.8	19.0	1.1	·	·	6.5	502	i	32.2
Nc1c(C(=O)N2CCCC2)sc2nc(-c3ccccc3)ccc12	·	·	·	8.8	765	i	0.3	-0.1%	·	·	·	·	-0.11	1437	-2.2	1168	i	55.3
Cc1ccc2cc(C#N)c(N3CCN(C)CC3)nc2c1	4.4	2.2	4.9	-1.5	692	i	1.6	-0.1%	i	-7.8	-3.5	0.0	-0.46	1229	-3.6	558	i	25.3
CCS(=O)(=O)n1nc(-c2ccc(OC)cc2)nc1N	1.5	1.4	0.9	-5.9	716	i	0.1	0.2%	i	-14.3	1.2	-12.6	·	·	4.5	880	i	41.3
Nc1nnc(-c2ccc(Cl)c([N+](=O)[O-])c2)s1	4.4	1.3	10.4	0.4	682	i	0.6	0.5%	i	-0.7	39.2	39.9	0.04	1578	-1.5	928	i	25.9
COc1ccc(C)cc1N(C(=O)c1ccccc1F)c1nc2ccccc2s1	3.1	1.5	12.1	27.8	697	i	0.5	-1.3%	i	1.7	-0.4	-3.7	-0.1	1445	-1.9	1093	i	50.1
CC(C)(C)NC(=O)C(c1ccco1)N(C(=O)c1ccc(CN2CCOCC2)o1)c1ccccc1 (stereo unspecified)	4.7	1.5	4.9	·	·	i	6.7	0.4%	i	3.2	-0.3	2.5	0.37	1060	0.5	1117	·	·
COC(=O)c1[nH]c2cc(C)ccc2c1NC(=O)CN1CCN(C(=O)c2ccco2)CC1	1.1	1.8	11.3	·	·	i	6.5	-0.1%	i	7.5	-6.5	-4.6	-0.27	1539	-0.8	1245	i	35.8
CCOC(=O)C1(Cc2ccccc2)CCN(Cc2cccc3c2OCO3)CC1	2.0	1.6	10.2	0.2	588	i	0.5	-1.8%	+	17.6*	16.6	-9.4	-0.38	1421	0.0	1495	i	11.2
COc1cccc(-c2cc(=O)c3cc(NC(=O)c4ccc(Cl)cc4)ccc3[nH]2)c1	25.7*	25.4*	35.4*	·	·	i	1.0	0.4%	i	-3.2	6.7	-1.3	1.26	1142	-0.1	592	i	27.9
N#Cc1ccc(OCC(=O)Nc2cc(S(=O)(=O)N3CCCCC3)ccc2N2CCCCC2)cc1	3.9	4.5	7.4	-4.3	732	i	0.8	-1.2%	i	13.0	-7.6	-5.6	-1.07	1526	-3.7	1194	i	19.2
Cc1nnc(SCC(=O)NCc2ccccc2Cl)n(N)c1=O	1.5	2.2	4.3	-6.8	613	i	0.3	-0.5%	i	1.5	6.8	0.6	0.2	1437	-2.1	1131	i	29.0
O=C(Nc1ccc(Sc2ccc(Br)cc2)cc1)c1ccco1	6.5	1.8	2.9	·	·	i	2.2	0.4%	i	4.3	32.1	20.8	0.71	1432	1.4	1290	i	46.0
CN(C)CC/C=C1\c2ccccc2Sc2ccc(Cl)cc21	6.3	4.6	7.3	-11.3	599	i	10.8	0.1%	i	6.8	86.8*	84.3*	·	·	0.2	564	i	54.7
O=C1CN(C(=O)C2CCC(=O)N(CCc3ccc(Cl)cc3)C2)CCN1 (stereo unspecified)	·	·	·	5.1	775	i	0.3	0.0%	·	·	·	·	·	·	·	·	i	28.6
CCOc1ccc(Cn2nnc(C(=O)Nc3cc(OC)cc(OC)c3)c2N)cc1	4.5	5.2	9.5	·	·	i	1.8	-0.3%	i	-1.8	4.0	-9.1	-0.42	1017	·	·	i	59.0
Cc1nc2ccc(C(=O)c3ccccc3)cc2[nH]1	i	·	100.0	2.5	633	i	0.9	-0.3%	i	-5.9	8.5	-2.4	0.27	1095	-0.6	1030	i	33.3
CC(C)[C@H](NC(=O)Nc1cccc(Br)c1)C(=O)O	1.6	2.2	12.5	-4.5	642	i	0.8	1.3%	i	-15.0	1.8	2.0	0.35	1252	-0.5	953	i	41.5
O=C(Nc1cccc2ccccc12)c1ccc(Br)o1	3.3	1.4	0.9	-4.8	766	i	0.8	·	i	-2.2	10.1	11.8	1.39	1293	0.9	938	·	·
COc1ccccc1Nc1nc2nonc2nc1N1CCC(C)CC1	2.5	2.0	1.1	-20.0	610	i	0.3	-1.1%	i	-9.4	-2.5	23.0	1.91	1382	-1.4	620	i	6.3
Cc1cc(C)c(C)c(S(=O)(=O)NCC(=O)O)c1C	2.4	1.8	3.3	8.6	788	i	1.5	0.2%	i	1.2	1.1	5.8	0.1	906	-0.3	1116	i	42.0
Nc1ccc(C(=O)Nc2ccc(OC(F)(F)C(F)F)c(NC(=O)c3ccc(N)cc3)c2)cc1	5.6	1.1	3.6	6.0	631	i	1.0	0.1%	i	5.8	-1.1	-3.9	-0.32	1416	0.5	1061	i	46.6

As entered above:
Under Autophagy mod cell loss 18 h, `CC(C)[C@H](NC(=O)Nc1cccc(Br)c1)C(=O)O` is listed with -15.0
Under Hep lipid drop, `CN(C)CC/C=C1\c2ccccc2Sc2ccc(Cl)cc21` is listed with -11.3

(listing goes on)
SMILES	MT stabilizer	MT stabilizer Hoechst-high %	MT stabilizer cytotoxicity %	Hep lipid drop	Hep lipid drop cells 6.5 µM	Myeloid diff 2	Myeloid diff 2 GFP+ MAC1+ %	West Nile antiviral	Autophagy mod	Autophagy mod cell loss 18 h	WT yeast gro inh	WT yeast gro inh mutant strain	Insulin prom up	Insulin prom up cell count	b-catenin transl	b-catenin transl cell count 5 µM	T cell HTS	T cell HTS vesicle-bound %
Cc1cc(OCC(=O)NNC(=S)NC(=O)c2ccc(Br)o2)ccc1Cl	·	·	·	4.1	689	i	0.7	-0.1%	·	·	·	·	·	·	·	·	i	23.2
Fc1ccc2nc(N3CCCC3)sc2c1	5.5	2.8	2.9	11.3	668	i	0.2	-0.2%	i	6.9	-6.7	22.1	-0.29	1214	-0.3	1046	i	45.8
O=[N+]([O-])c1ccc(-c2nn(-c3ccccc3)cc2/C=N/n2c(-c3cccs3)n[nH]c2=S)cc1	·	·	·	-19.8	636	i	0.5	0.7%	·	·	·	·	-0.82	892	0.6	1364	i	54.9
Cc1ccccc1OCC(=O)Nc1sc2c(c1C#N)CCC2	2.3	1.3	0.5	-3.0	647	i	0.3	0.2%	i	-18.8	19.2	25.0	0.09	1893	1.1	1047	i	7.9
Cc1cc(NC(=O)C(C)SCC(=O)N(C)CC(=O)Nc2ccc(Br)cc2C)no1 (stereo unspecified)	·	·	·	-11.9	702	i	3.6	-0.2%	·	·	·	·	·	·	·	·	i	60.5
CCOC(=O)c1cc(NC(=O)/C=C\C(=O)O)ccc1Cl	2.0	2.9	0.4	18.8	722	i	0.2	-0.2%	i	8.4	-2.4	14.3	0.8	1554	7.1	618	i	5.5
COC(=O)CCC(=O)OC1(C)C(=O)C2=CN(C(CO)CO)C(c3ccc(OC)cc3)=CC2=C(Br)C1=O (stereo unspecified)	·	·	·	·	·	·	·	0.8%	·	·	·	·	0.84	1011	0.1	1220	i	42.4
COC(=O)C1=CN(c2cc(C)cc(C)c2)C=C(C(=O)OC)C1c1cccc(F)c1	·	·	·	-0.7	827	i	1.5	-0.6%	·	·	·	·	·	·	·	·	i	13.7
CCOc1ccc(CN2C(=O)c3ccccc3C2C(=O)NC(C)CC)cc1OC (stereo unspecified)	·	·	·	-0.6	822	i	0.6	-0.3%	·	·	·	·	·	·	·	·	i	37.5
COc1cc2c(cc1OC)CN(c1nc(CN3CCOCC3)nc3sc4c(c13)CCC(C)C4)CC2 (stereo unspecified)	2.0	3.8	11.4	-0.1	547	i	0.1	0.8%	i	0.1	37.3	1.7	·	·	2.1	913	i	42.5
N#CCC(=N)N1CCN(c2ccccc2Cl)CC1	1.3	1.3	1.1	1.1	617	i	0.7	0.1%	i	4.8	26.6	14.6	-0.33	1870	-4.3	1146	i	28.3
COC(=O)COc1ccc2c(-c3ccc(OC)cc3)cc(=O)oc2c1	1.1	1.7	7.9	8.0	792	i	0.7	0.5%	i	-4.0	4.1	9.9	·	·	-2.4	1210	i	44.7
O=C(CSc1ncnc2c1cnn2-c1ccccc1)Nc1ccc2c(c1)OCO2	3.3	2.9	3.5	·	·	i	1.2	·	i	8.3	3.1	7.3	0.53	1634	-2.2	1409	i	24.3
COc1cccc(C(=O)/C=C/c2ccc(OCC#N)c(OC)c2)c1	2.7	1.9	2.5	-18.9	630	?	·	?	i	-7.1	-19.0	-1.4	-0.23	1354	0.9	1140	i	45.6
CSc1ccc(Cl)c(C(=O)Nc2ccc(C)cn2)c1	8.1	2.6	3.1	-0.9	711	i	0.7	-0.7%	i	8.1	8.8	-5.6	1.56	1441	0.5	1484	i	13.3
Cc1c(Cl)cccc1NC(=O)[C@@]1(CC(=O)O)CC(/C=C/c2ccccc2)=NO1	·	·	·	0.9	874	i	0.7	0.3%	·	·	·	·	·	·	·	·	i	57.7

Compound activity deposited in PubChem BioAssay by several laboratories.
